LYPLA2 counter: counter-screen for PME1 inhibitors: inhibitors of human LYPLA2 | O95372 | recombinant LYPLA2, FP-Rh probe fluorescence polarization | inhibition, % at 5.9 µM | 320,000 compounds, 0.38% hits;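 active means inhibition above the screen-wide mean plus 3 SD, limit set per campaign, cut at about 26% in these data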;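 further: 0% = LYPLA2 with DMSO and 100% = wells lacking LYPLA2 enzyme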
Efflux pump inh: antifungal efflux pump inhibition, Nile Red retention. S. cerevisiae Candida pump triplex. inhibition, % at 10 µM. 330,000 compounds, 0.44% hits. AID 485275;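 active means plate passing quality check with inhibition over a set limit, or well fluorescence over plate mean plus 4 SD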;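 further: Nile Red retained in pooled yeast measured as flow cytometry median fluorescence; 0% = buffer negative control and 100% = Enniatin B positive control; higher means more Nile Red kept so more efflux inhibition; some compounds called inactive have numbers as strong as hits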
PREPL inh: human PREPL enzyme inhibition; inhibition, % at 5.96 µM; Q4J6C6; recombinant PREPL, fluorescence polarization activity-based probe; 320,000 compounds, 0.68% hits; in the data active means inhibition above about 43%;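 further: 0% = enzyme with DMSO and 100% = wells lacking enzyme; many of its hits are not listed in these tables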
TPT1 inh: blocks Candida albicans tRNA 2'-phosphotransferase. inhibition, % at 5 µM. 300,000 compounds, 0.81% hits. AID 1962. recombinant caTPT1, FP RNA substrate dephosphorylation;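 active means inhibition above the mean of all tested compounds plus 3 SD, set per screening campaign, cut at about 24% in these data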;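 further: plate controls were DMSO alone for no effect and ferristatin control at 100 nM for full effect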
GASC-1 inh: blocks human GASC-1 demethylase activity. GST-JMJD2C(1-420) H3K9me3 demethylation, DELFIA europium. inhibition, % at 2.35 µM. 330,000 compounds, 0.069% hits. AID 2099;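 active means more than half of a compound's replicate wells show inhibition beyond 50%, single wells judged on their own value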;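 further: signal counts dimethyl H3K9 product captured on neutravidin plate; 0% = median of DMSO wells and 100% = 0.3 times that DMSO median; strong numbers were not always called active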
Target sequence (Q9H3R0 1-420 limits assumed): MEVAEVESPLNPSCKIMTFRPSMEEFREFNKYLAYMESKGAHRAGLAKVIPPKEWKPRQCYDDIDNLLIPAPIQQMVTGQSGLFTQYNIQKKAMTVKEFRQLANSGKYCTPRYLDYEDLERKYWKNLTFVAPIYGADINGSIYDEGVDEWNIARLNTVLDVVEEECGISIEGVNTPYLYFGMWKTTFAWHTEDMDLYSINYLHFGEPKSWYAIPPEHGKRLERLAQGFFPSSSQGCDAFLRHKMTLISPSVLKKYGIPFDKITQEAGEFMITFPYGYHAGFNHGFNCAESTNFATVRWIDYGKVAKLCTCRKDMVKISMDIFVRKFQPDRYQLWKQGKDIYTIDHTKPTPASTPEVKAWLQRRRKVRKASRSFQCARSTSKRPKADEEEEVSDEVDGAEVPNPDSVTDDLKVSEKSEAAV
HCV core dimer: blocks dimerization of HCV core protein. AID 1899. 300,000 compounds, 0.33% hits. inhibition, % at 5 µM. TR-FRET GST/Flag-core106 dimerization, 1536-well;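 active means inhibition above the mean of all tested compounds plus 3 SD, set per screening campaign, cut at about 45% in these data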
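Material: Tagged HCV core106 pair (GST and Flag) | Amount: GST-core106 13.5 nM, Flag-core106 17 nM | Medium: KF-containing HEPES buffer, pH 7.45, DTT, CHAPS, BSA | Reagent: Eu donor and XL665 acceptor anti-tag antibodies | Schedule: 4 h at 22.5 °C | Technique: Time-resolved FRET, ex 340 nm, em 617 and 671 nm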
PP1 counter: PP1-alpha (human) inhibition in PP5 counter-screen; P62136; AID 2235; purified PP1alpha, OMFP fluorescence; inhibition, % at 6.7 µM; 320,000 compounds, 0.9% hits;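 active means inhibition above the mean inhibition of all tested compounds plus 3 SD, computed separately for each screening campaign, cut at about 15% in these data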
Fh CTSL1 inh: counter-screen for PFM18AAP inhibitors: inhibitors of F. hepatica cathepsin L1; recombinant F. hepatica cathepsin L1, Z-Leu-Arg-MCA fluorescence; inhibition, % at 5.96 µM; 300,000 compounds, 0.49% hits;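 active means inhibition above the mean of all tested compounds plus 3 SD, set per screening campaign, cut at about 17% in these data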;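 further: 0% = plate median of test compound wells and 100% = 1 µM Z-Phe-Ala-diazomethylketone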
PP5 inh: blocks human protein phosphatase 5 activity. P53041. purified PP5c, OMFP substrate fluorescence. inhibition, % at 6.7 µM. 320,000 compounds, 0.18% hits. AID 1987;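 active means inhibition above the campaign's mean inhibition across all tested compounds plus 3 SD, cut at about 9.5% in these data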;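 further: 0% = DMSO only and 100% = 100 µM cantharidin control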
Target sequence (P53041 whole entry, looked up): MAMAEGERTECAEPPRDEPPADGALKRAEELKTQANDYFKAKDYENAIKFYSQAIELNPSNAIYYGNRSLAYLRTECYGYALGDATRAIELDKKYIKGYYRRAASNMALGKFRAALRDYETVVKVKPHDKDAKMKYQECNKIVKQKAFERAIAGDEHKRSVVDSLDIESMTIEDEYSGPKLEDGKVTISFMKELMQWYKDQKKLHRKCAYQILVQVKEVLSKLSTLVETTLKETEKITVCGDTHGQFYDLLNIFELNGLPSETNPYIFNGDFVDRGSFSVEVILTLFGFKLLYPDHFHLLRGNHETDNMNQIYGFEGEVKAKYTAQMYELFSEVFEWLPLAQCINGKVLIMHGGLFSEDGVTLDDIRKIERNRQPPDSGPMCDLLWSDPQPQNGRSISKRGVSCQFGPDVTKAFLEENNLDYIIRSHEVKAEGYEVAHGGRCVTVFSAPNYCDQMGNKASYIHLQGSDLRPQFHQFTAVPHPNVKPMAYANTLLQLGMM
The depositor's hits bear a star; nt = not tested or not shown. This is a subset; rates above refer to the full screens.

SMILES | LYPLA2 counter | Efflux pump inh | PREPL inh | TPT1 inh | GASC-1 inh | HCV core dimer | PP1 counter | Fh CTSL1 inh | PP5 inh
COc1ccccc1-n1cnnc1SCC(=O)NCC1CCCO1 (stereo not given) | -1 | -0.5 | 2 | -6 | -3 | -2 | -4 | -4 | 0.8
O=C1CC(NC23CC4CC(CC(C4)C2)C3)C(=O)N1c1ccc2c(c1)OCO2 (stereo not given) | -1 | 0.0 | 9 | 0 | 1 | 8 | -1 | 2 | 1.9
COc1ccc(-c2[nH]nc3c2C(c2ccc(OC(=O)N4CCOCC4)cc2)C(C#N)=C(N)O3)cc1 (stereo not given) | -3 | 0.1 | -67 | 1 | nt | -7 | -1 | 0 | 5.9
Cc1c(NN=C(C#N)C#N)c(=O)n(-c2ccccc2)n1C | 2 | 0.1 | -3 | -24 | 0 | -2 | -3 | -4 | 1.9
O=C(Nc1nccs1)c1cccc(NC(=O)C(F)(F)F)c1 | 6 | -0.1 | 15 | 1 | -2 | 2 | -4 | -2 | -1.2
CCCCOC(=O)C1=C(C)NC(=O)NC1c1cc2c(cc1Br)OCO2 (stereo not given) | -3 | 0.0 | -10 | 1 | -11 | 0 | 3 | 4 | 3.9
N/C(=N\OC(=O)C1CCCCC1)c1ccc(Br)cc1 | -5 | 0.1 | -12 | 5 | 6 | -2 | 0 | -3 | 2.0
Nc1cc(N)nc(SCC(=O)Nc2cc(S(=O)(=O)N3CCOCC3)ccc2Cl)n1 | 6 | 0.2 | -1 | 0 | -5 | -5 | 0 | -1 | 2.3
COc1ccc(CNC(NC(=O)c2ccccc2)(C(F)(F)F)C(F)(F)F)cc1 | 3 | 0.0 | 3 | 4 | 0 | -6 | -2 | 2 | 1.8
COc1cc(CO)cc(Br)c1OCC(=O)Nc1cccc2ccccc12 | -1 | -0.1 | 15 | 2 | 24 | 1 | 2 | -1 | 0.6
COc1ccc(CC(=O)Nc2cc(S(=O)(=O)N3CCCCC3)ccc2C)cc1OC | 5 | -0.1 | 5 | 3 | -15 | 5 | 0 | -1 | -1.0
CCNC(=S)N/N=C1\C(=O)c2cccc3cccc1c23 | -2 | 0.0 | 4 | 2 | -5 | -3 | -5 | -3 | -1.3
O=C(O)/C(CC(=O)c1ccc(Cl)cc1)=N/Nc1ccc([N+](=O)[O-])cc1[N+](=O)[O-] | 20 | -0.1 | 26 | -2 | 5 | 18 | 13 | 3 | 2.8
Cc1cccnc1CCNC(=O)C1CCC(=O)N(Cc2cccc(F)c2)C1 (stereo not given) | 4 | 0.9 | -2 | -1 | 1 | -6 | -1 | -1 | 1.3
COc1ccc(Cl)cc1-c1nc(SCC(=O)NC(C)C)n[nH]1 | 3 | 0.1 | -3 | -1 | 2 | 4 | -5 | -4 | 0.9
CCn1c(C(C)NC(=O)c2cccs2)n[nH]c1=S (stereo not given) | 1 | -0.3 | 7 | 0 | -4 | -9 | 0 | -3 | 0.6
Cc1ccccc1C(=O)Nc1ccc(N2CCN(C)CC2)nc1 | 6 | -0.1 | 0 | -2 | -10 | -2 | -4 | 1 | 0.7
CN(C)c1ccc(/C=N/NC(=O)c2ccccn2)cc1 | -7 | -0.1 | -5 | 2 | 3 | -11 | 1 | 3 | -1.2
Cc1ccc(C(=O)OCC(=O)NNC(=O)c2ccc([N+](=O)[O-])cc2)o1 | 5 | 0.1 | 15 | 3 | 0 | -8 | 0 | -3 | 1.5
Cc1sc(/N=C/c2ccccc2O)c(C#N)c1C | -8 | -0.1 | 5 | -9 | -6 | 9 | 0 | 0 | 1.2
NC(=O)C1Cc2ccccc2CN1C(=O)c1cccc(Oc2ccccc2)c1 (stereo not given) | -3 | 0.0 | 1 | 2 | 32 | 4 | -2 | 2 | -0.7
CC1CN(CC(O)COC2CCC(C(C)(C)C)CC2)CC(C)O1 (stereo not given) | -6 | 0.3 | 15 | 0 | -7 | -4 | 0 | -2 | -1.2
Cc1ccc(S(=O)(=O)N(Cc2c(F)cccc2Cl)C(=O)N2CCN(C)CC2)cc1 | 2 | 0.0 | -1 | 1 | -5 | 1 | -3 | 3 | 0.6
Cc1ccc(CNC(=O)CCCc2nc3ccccc3s2)cc1 | 5 | 0.1 | -48 | 1 | -3 | -5 | -1 | 4 | -0.2

Arranged by value in PP5 inh (lowest first): 3 from the list above
mol,Efflux pump inh,PREPL inh,TPT1 inh,GASC-1 inh,HCV core dimer,PP5 inh
COc1cc(CO)cc(Br)c1OCC(=O)Nc1cccc2ccccc12,-0.1,15,2,24,1,0.6
Nc1cc(N)nc(SCC(=O)Nc2cc(S(=O)(=O)N3CCOCC3)ccc2Cl)n1,0.2,-1,0,-5,-5,2.3
O=C(O)/C(CC(=O)c1ccc(Cl)cc1)=N/Nc1ccc([N+](=O)[O-])cc1[N+](=O)[O-],-0.1,26,-2,5,18,2.8

Remaining list, next part.
SMILES | LYPLA2 counter | Efflux pump inh | PREPL inh | TPT1 inh | GASC-1 inh | HCV core dimer | PP1 counter | Fh CTSL1 inh | PP5 inh
O=C(Cn1nc(Cc2cccnc2)c2ccccc2c1=O)NCC1COc2ccccc2O1 (stereo not given) | 4 | -0.2 | -42 | -1 | -42 | -2 | -1 | -3 | 0.4
COc1ccccc1N1CCN(C(=O)CSc2nc(C)c(C)c(=O)[nH]2)CC1 | 0 | 0.0 | 15 | 1 | -9 | -8 | 6 | 1 | 1.4
Oc1ccccc1N1CCN(c2ncnc3sc(-c4ccccc4)cc23)CC1 | -5 | -0.1 | 31 | 5 | 7 | 11 | 7 | 1 | 1.0
CCc1ccc(-c2nc(CN3CCC(C(=O)NCc4ccccc4OC)CC3)c(C)o2)cc1 | 4 | 0.0 | 6 | 0 | -6 | 0 | 0 | 2 | 0.4
CCCn1c(SCC(=O)NC)nc2sc3c(c2c1=O)CCC3 | 0 | 0.3 | 0 | -3 | 3 | -3 | -3 | 3 | 3.8
Cc1cccc(C)c1NC(=O)C(c1ccccc1)N1CCOCC1 (stereo not given) | -8 | 0.0 | -3 | -3 | -7 | 1 | -2 | -5 | -0.9
C=CC1=C2C=C(C3CC3)N(C3CC3)C=C2C(=O)C(C)(OC(=O)c2ccco2)C1=O (stereo not given) | 8 | -0.1 | 12 | -8 | -3 | 12 | -3 | 6 | 1.4
CC(C)CN1C(=O)NC(NS(=O)(=O)c2ccc(N)cc2)(C(F)(F)F)C1=O (stereo not given) | 4 | -0.1 | -2 | 0 | -1 | -9 | -1 | 0 | 0.8
COc1ccc(-c2c3c(nc4sc5c(Cl)nc(C)nc5c24)CCC3)cc1 | -2 | -0.3 | -6 | -1 | -1 | -2 | -6 | -1 | -1.1
Cc1ccc(-c2nnn(CC(=O)N(CCO)C(C(=O)NC(C)(C)C)c3ccncc3)n2)cc1 (stereo not given) | 6 | -0.2 | 5 | 3 | -9 | 4 | -1 | 2 | -2.2
Cc1cc(Oc2ccc(Br)cc2)nc(SCC(=O)c2ccccc2)n1 | -1 | 0.0 | 2 | -2 | 9 | 14 | -1 | 2 | 2.7
Cc1ccc(C(=O)N/C(=C\c2cccs2)C(=O)N2CCN(C)CC2)cc1C | 6 | -0.1 | 8 | -2 | 8 | -7 | 2 | -2 | -0.3
COc1ccc(Nc2nc3ccc(C)cn3c(=O)c2/C=N/O)cc1 | -11 | -0.1 | 23 | -4 | -129 | 1 | 0 | 3 | 0.3
Cc1ccc(C)c(N2CCN(C(=O)c3csc(C)c3C)CC2)c1 | 2 | -0.1 | 20 | -2 | -18 | 3 | 3 | 4 | 0.8
COC(=O)CCCC1=CC2=CC(=O)C(C)(OC(=O)c3cccs3)C(=O)C2=CN1Cc1ccco1 (stereo not given) | 2 | 0.0 | 18 | 0 | -9 | 8 | 7 | 1 | 4.8
Cc1cccc(OCCCC(=O)NC2CCCCC2)c1 | 7 | 0.0 | 0 | -2 | 2 | 8 | -6 | -2 | 1.6
COCCN1CN(S(=O)(=O)c2ccccc2)c2nc3ccccc3nc21 | 10 | 0.0 | 2 | -10 | -4 | 4 | 1 | 1 | 3.7
O=c1c2ccccc2nnn1CSc1ccccc1 | 3 | 0.7 | -2 | 2 | 6 | -1 | -2 | -1 | 4.0
OC(CN1CCOCC1)c1ccc(F)cc1 (stereo not given) | 5 | -0.1 | -5 | 0 | -4 | 0 | 2 | -2 | 4.0
Cc1noc(C)c1C(=O)Nc1cccnc1 | 1 | 0.1 | -1 | 3 | -2 | -2 | -4 | 2 | -0.8
CCn1cc(C(=O)NCCCN2CC(C)CC(C)C2)c(=O)c2cc(S(=O)(=O)N(C)C)ccc21 (stereo not given) | -2 | -0.1 | 17 | -5 | -6 | 2 | -12 | 16 | -4.2
CN(CC(=O)Nc1ccc(N2CCOCC2)cc1)C(=O)c1cn(-c2ccccc2)nc1-c1ccccc1 | 1 | 0.2 | -7 | 3 | 1 | 0 | -6 | 2 | 0.1
CCCCNC(=O)CSc1nc2ccsc2c(=O)n1CCCC(=O)NCCc1ccc(S(N)(=O)=O)cc1 | -1 | 0.0 | 6 | -6 | -23 | -2 | -5 | -1 | -0.8
Cn1c(SCc2ccc(C#N)cc2Cl)nc2ccccc21 | 2 | -0.1 | 18 | 1 | 7 | 3 | -1 | -4 | 0.2
O=C(N/N=C/c1cc(Br)c(Br)o1)c1ccc2c(c1)OCCO2 | -7 | 0.1 | -3 | 15 | 6 | 8 | 4 | 6 | -0.9
CC(=O)Nc1cccc(Nc2nc(-c3ccccc3)nc3ccccc23)c1 | -32 | 0.0 | 9 | -4 | nt | 2 | 3 | 6 | 3.5
COc1ccc(NC(=O)C2CC(=O)N(c3ccccc3Cl)C2)c(OC)c1 (stereo not given) | 2 | 0.0 | 2 | 0 | 5 | -3 | -3 | -1 | 1.0
COc1ccc2[nH]c3ccccc3c2c1 | 7 | 0.0 | 12 | -1 | 0 | -15 | -2 | -1 | 2.8
CC(Sc1nncn1C)C(=O)Nc1cc(C(F)(F)F)ccc1N1CCOCC1 (stereo not given) | 2 | 0.1 | 17 | 3 | 6 | -2 | -2 | 2 | 2.2
CN(C)n1cccc1/C=C(\C#N)S(=O)(=O)c1cccc(Cl)c1 | -2 | -0.1 | -7 | -1 | 4 | -1 | -2 | -1 | 0.5
COc1ccccc1N1CCN(C(=O)c2ccc3c(c2)NC(=O)C(CSCc2ccccc2C)N3)CC1 (stereo not given) | -5 | 0.2 | 32 | 75* | 13 | 41 | 23* | 2 | 0.1
CC1=NN(c2ccc(Cl)c(C(=O)O)c2)C(=O)C1 | 3 | 0.0 | 5 | -2 | 7 | 11 | -1 | 1 | 2.1
O=C(Nc1ccc(F)cc1)c1cccc(NC(=O)C2C3CC4OC(=O)C2C4C3)c1 (stereo not given) | -4 | 0.0 | 3 | -4 | 9 | -3 | -2 | -3 | -0.6
CC(O)c1nc2ccccc2n1CC(=O)Nc1ccc2c(c1)OCCO2 (stereo not given) | 7 | -0.1 | 4 | -3 | -9 | -5 | 1 | 4 | 1.6

Part of the list above, reformatted.
Compound	LYPLA2 counter	Efflux pump inh	PREPL inh	TPT1 inh	GASC-1 inh	HCV core dimer	PP1 counter	Fh CTSL1 inh	PP5 inh
COc1ccccc1N1CCN(C(=O)c2ccc3c(c2)NC(=O)C(CSCc2ccccc2C)N3)CC1 (stereo not given)	-5	0.2	32	75*	13	41	23*	2	0.1
CC1=NN(c2ccc(Cl)c(C(=O)O)c2)C(=O)C1	3	0.0	5	-2	7	11	-1	1	2.1
O=C(Nc1ccc(F)cc1)c1cccc(NC(=O)C2C3CC4OC(=O)C2C4C3)c1 (stereo not given)	-4	0.0	3	-4	9	-3	-2	-3	-0.6

Screening data from PubChem BioAssay.
